Assay outcomes as filed in PubChem.
Pf apPOL inh: Pf-apPOL DNA polymerase inhibition | Recombinant Pf-apPOL, molecular beacon fluorescence, 1.5 h | inhibition, % at 10 µM | 0.25% of 210,000 active | AID 1794808
mHTT-CaM PPI inh: inhibitors of human mutant huntingtin-calmodulin interaction | P42858 | AlphaScreen His-mHTT/GST-CaM binding, luminescence | inhibition, % at 15 µM | 3.6% of 190,000 active;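 also: 0% = both proteins with DMSO and 100% = one protein alone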
The depositor's hits bear a star; / = no result given; & = joins results of further samples. Rule as the data show it: active = inhibition above about 50%; inactive = the rest. Random draw from the library, and some 3.5% of all compounds hit somewhere here.

compound,Pf apPOL inh,mHTT-CaM PPI inh
CCCOc1ccc(-c2nc3s/c(=C\c4ccc(OC)cc4)c(=O)n3n2)cc1,2.8,4.0
Cc1ccc2nc(NC(=O)CCNS(=O)(=O)c3cccs3)sc2c1,-6.8,-5.0
C=C1CCC2C(C)(CO)C(O)CCC2(C)C1C=CC1=CC(=O)OC1 (stereo not drawn),-11.2,/
CSc1ccccc1C(=O)Nc1cc2c3c(c1)CCN3C(=O)CC2,-9.5,-12.9
O=c1ccc([N+](=O)[O-])cn1C1CCCCO1 (stereo not drawn),4.2,/
COc1cc(C)c(Br)cc1S(=O)(=O)NCc1ccccn1,-10.3,-0.4
O=C1COc2ccc(S(=O)(=O)NCC3CC4CCC3C4)cc2N1 (stereo not drawn),/,-7.3
Cc1ccc(/C=C2\N=C(c3ccc(Cl)cc3)OC2=O)o1,8.8,0.0
Cc1nn(C)cc1S(=O)(=O)N1CCN(c2cccc(Cl)c2)CC1,-5.9,-3.1
COc1cccc(C(=O)N2CCc3c(nc4cc(-c5ccccc5Cl)[nH]n4c3=O)C2)c1,-3.0,22.9
CC(=O)Nc1cccc2c(C(=O)NC(C)c3ccc(C)cc3C)ccnc12 (stereo not drawn),-0.2,-0.4
C=CCOc1ccccc1/C=C1/N=C(c2ccc(C)cc2)OC1=O,-2.3,-5.0
CCOc1ccc(N2CC(C(=O)Nc3cccc(OC)c3)CC2=O)cc1 (stereo not drawn),-4.2&-0.3,25.6&5.0
COc1ccc(C2/C=C\CN(Cc3ccncc3)CC(=O)N2Cc2ccc(F)cc2)cc1 (stereo not drawn),-2.3,20.1
COc1cccc(-c2nc(C=Nc3ccc(OC)cc3[N+](=O)[O-])c(O)o2)c1,-2.3,0.0
O=C(CSc1nc2c(c(=O)n1-c1ccccc1)SCC2)N1CCCCC1,2.8,-6.0
CCc1cc(C2CCCN2C(=O)c2cc(-c3ccco3)on2)on1 (stereo not drawn),1.8,-8.1
O=C(CSc1ccc(Cl)cc1)Nc1cccc([N+](=O)[O-])c1,-10.3,7.4
CCC(C)(C(=O)NC1CCCCC1)N(C(=O)c1ccccn1)c1ccccc1 (stereo not drawn),-4.4,7.0
NS(=O)(=O)c1cc(Cl)ccc1I,-1.6,/
CC(C)(C)c1ccc(SC(=CC(=O)O)C(=O)O)cc1,-5.5,/
O=C(NCc1ccco1)c1cc(C(=O)NCc2ccco2)cc([N+](=O)[O-])c1,-3.6,3.0
COc1ccccc1CNS(=O)(=O)c1ccc(F)c(C(=O)Nc2ccc(Cl)cc2)c1,31.6,10.0
CC(=O)NC(N(C)S(=O)(=O)c1ccc(C)cc1)C(Cl)(Cl)Cl (stereo not drawn),-2.0,-5.0
CC(C)NC(=O)c1ccc(OCC2CCCN(C(=O)c3ccoc3)C2)cc1 (stereo not drawn),-0.3,-9.1
O=C(CC1CCN(C(=O)c2ccccc2)CC1)NCCN1CCCCC1,-1.5,-10.2
Cc1c(C(=O)N(C)CCC#N)oc2ccc(S(=O)(=O)N3CC(C)CC(C)C3)cc12 (stereo not drawn),-11.8,25.0
Cc1nn(C)cc1C(C)NC(=O)C1CCN(c2cnn(Cc3ccccc3)c(=O)c2)CC1 (stereo not drawn),-6.5,3.6
CCCCNC(=O)CC1CCN(C(=O)c2[nH]c(C)c(C)c2C)CC1,-1.4,-7.2
CCc1ccccc1NC(=O)c1ccc(F)cc1,3.6,-7.1
CC(C)CNC(=O)c1cnc2n(c1=O)CCS2,-2.1,1.0
Cc1ccc(C)c(NC(=O)c2ccc(N(Cc3ccccc3Cl)S(C)(=O)=O)cc2)c1,-4.7,-3.7
CCOc1ccc(Sc2cc(C(=O)N3CCCC3)c3ccccc3n2)cc1,-17.4,18.0
Cc1ccc(NC2=CC(c3ccccc3)N(c3ccc(C)cc3)C2=O)cc1 (stereo not drawn),-3.7,-1.0
O=C(CSc1nc2c(c(=O)n1-c1ccc(Cl)cc1)SCC2)Nc1cccc(Cl)c1,-3.3,1.0
CC(=O)C1=C(O)C(=O)N(Cc2ccccc2)C1c1ccc(N(C)C)cc1 (stereo not drawn),-6.6,45.9
CCCCCc1ccc(NC(=O)NNc2cc(C(F)(F)F)cc(C(F)(F)F)c2)cc1,-2.3&-0.5,/
Cc1nnc2ccc(NC(=O)NCc3ccc(F)cc3)cn12,-0.2,-6.1
CC(=O)Nc1ccc(S(=O)(=O)NCCSCc2ccc(Cl)cc2)cc1,0.0,2.2
C=CCN(CC=C)S(=O)(=O)c1ccc(Cl)cc1,/,-27.5
Oc1ccccc1C=Nc1ccc2nc(-c3ccncc3)[nH]c2c1,-1.9,17.0
CC1=C(NCc2ccccc2)CCC1=O,-3.2,4.8
Cc1ccc(OCCOCCN2CCOCC2)cc1,-0.1,9.4
CCOc1ccc(CN2CCCC2c2cc(C)on2)cc1OC (stereo not drawn),-3.0,20.5
COc1ccc2c(c1)C(=O)CCC2c1ccccc1 (stereo not drawn),-7.5,-46.8
COc1cccc(C(=O)Nc2ccc(-c3nnc(C)o3)cc2)c1OC,-2.1,6.0
COc1ccc(Cl)cc1N(CC(=O)Nc1ccc(F)c(Cl)c1)S(C)(=O)=O,4.8,42.3
Cc1onc(-c2c(F)cccc2Cl)c1C(=O)N1CCCN(c2ccc(C(F)(F)F)cn2)CC1,-8.7,/
CC1=C(C(=O)Nc2ccc(Cl)c(Cl)c2)C2(CCCCC2)OC1=O,-2.0,3.1
Cc1cc(C)cc(N=C2NC(=O)/C(=C/c3cccc([N+](=O)[O-])c3)S2)c1,-1.7,8.0
CCCC(C)NC(=O)c1ccc(F)cc1 (stereo not drawn),-2.3,1.1
N#Cc1c(C(F)(F)F)cc(NCCN2CCOCC2)n2c1nc1ccccc12,-4.3,3.0
Cc1ccc(N2CN(CC(=O)OC(C)C)S(=O)(=O)c3cccnc32)cc1,-0.8,-11.1
CCc1cc2c(C)cc(=O)oc2c(CN2CCC(C)CC2)c1O,-6.8,-4.0
O=C(c1ccccc1F)N1CCCC1c1ccccc1F (stereo not drawn),-5.5,-1.0
Fc1ccccc1Nc1nc(N2CCOCC2)nc(N2CCOCC2)n1,-0.3,4.7
COCc1cc(=O)[nH]c(-c2ccc(C(F)(F)F)cc2)n1,-0.5,/
O=C1c2ccccc2-c2onc3c(N4CCCC4)ccc1c23,-3.1,64.0*
Cc1cccc(CN2C(=O)N(c3ccc(F)cc3)c3ncccc3S2(=O)=O)c1,-3.3,-6.7
CC(C)(C)c1ccc(NC(=O)N2CCN(c3ccc([N+](=O)[O-])cn3)CC2)cc1,-7.2,/

The listing continues.
compound,Pf apPOL inh,mHTT-CaM PPI inh
Cc1ccc(NC2OC(C)C(O)C(O)C2O)cc1C (stereo not drawn),-4.1,-4.0
CC1=C(C(=O)Nc2ccccc2F)C(c2cccc(Cl)c2)C2=C(CC(C)(C)CC2=O)N1 (stereo not drawn),-12.8,-14.0
COc1cccc(C(=O)Nc2c3c(nn2-c2ccc([N+](=O)[O-])cc2)CS(=O)(=O)C3)c1,-1.2,2.0
CCOc1ccccc1Oc1coc2cc(OS(C)(=O)=O)ccc2c1=O,-2.5,2.1
O=C(c1ccccc1)c1ccc(OCCNC(=O)c2ccccc2Br)cc1,-3.3,-2.3
COc1ccc(NC(=O)C2CCN(c3c(C#N)cnc4ccccc34)CC2)cc1Cl,-3.4,0.2
COc1cccc2ccc(C3C(=O)c4ccccc4C3=O)nc12,-3.8,2.0
CSC(=NCc1ccccn1)NC#N,-2.2&-5.0,/
O=[N+]([O-])c1ccccc1CN1CCN(C2CCCCC2)CC1,-4.4,-2.0
O=S(=O)(c1cc(Br)ccc1Br)N1CCOCC1,2.9,-4.0
Cc1ccc(C(=O)NCCc2cccc(Cl)c2)cc1[N+](=O)[O-],-17.7,-1.5
Cc1ccc(C(=O)N2CCC(CC(=O)NCc3ccccc3)CC2)cc1,-1.4,-4.2
COC(=O)Nc1sc2c(c1C(N)=O)CCCCCC2,-9.5,-2.6
COc1ccc(OC)c(Nc2ncc3c(n2)CCN(Cc2ccc4c(c2)OCCO4)C3)c1,4.0,9.1
O=C(CN1C(=O)CCC1=O)N1CCCC(c2nnc(-c3ccccc3F)s2)C1 (stereo not drawn),-10.8,4.6

Quoted from the listing.
For Pf apPOL inh, `COc1ccc(NC(=O)C2CCN(c3c(C#N)cnc4ccccc34)CC2)cc1Cl` has the entry -3.4
For Pf apPOL inh, `Cc1ccc(C(=O)NCCc2cccc(Cl)c2)cc1[N+](=O)[O-]` has the entry -17.7
For Pf apPOL inh, `CC1=C(C(=O)Nc2ccccc2F)C(c2cccc(Cl)c2)C2=C(CC(C)(C)CC2=O)N1` (stereo not drawn) has the entry -12.8

The listing continues.
compound,Pf apPOL inh,mHTT-CaM PPI inh
COc1ccc(S(=O)(=O)Nc2cccc(Br)c2)cc1OC,-0.3,-3.3
Cc1ccc(C2=N/C(=C\c3ccc(I)o3)C(=O)O2)cc1[N+](=O)[O-],4.8,42.0
CCc1cccc(NC(=O)c2ccc(Cl)cc2[N+](=O)[O-])c1,-0.9,10.8
O=C(CSc1nc(O)cc(=O)n1-c1ccccc1)Nc1ccc(Cl)cc1Cl,-15.3,6.0
CC1(C)C(=O)OC2(c3ccc(Br)cc3)C1OC(=O)C2(C)C (stereo not drawn),-2.2,-12.0
Cc1c(Cl)cccc1NC(=O)CSc1nc(O)c(C)c(=O)n1-c1ccc(F)cc1,-8.4,-0.4
Cc1cc(NC(=O)c2csc3c2CCCC3)ccc1Br,-1.3,-19.9
C=CCSc1nnc2n(CC)c(=O)c3c(n12)-c1ccccc1CC31CCCCC1,-0.8,16.0
O=C(Nc1cnc2ccccc2c1)c1cc2nc(-c3cccs3)cc(C(F)(F)F)n2n1,2.0,-4.0
Cc1ccc(NC(=O)N2CC(C(=O)N3CCCCC3)C3(CCOCC3)C2)c(Cl)c1 (stereo not drawn),-0.5,2.6
Cn1c(C(C#N)=C(O)Cc2ccccc2)nc2ccccc21,7.0,-15.2
Nn1cnn2c(SCC(=O)Nc3ccc(S(N)(=O)=O)cc3)nnc12,-0.2,19.9
Cc1oc2c(C)c3oc(=O)c(C)c(C)c3cc2c1C,-4.0,-6.0
O=C1CCCC(=O)N1CCS(=O)(=O)NC1CC(=O)N(C2CC2)C1 (stereo not drawn),1.9,-23.9
O=C(c1n[nH]c(=O)c2ccccc12)N1CCN(Cc2ccc3c(c2)OCO3)CC1,1.7,-3.0
CCCCCCCN1CCC(=O)N([C@H](CO)CC(C)C)CC1,-7.7,11.1
COc1ccc(OC(C)C(=O)Nc2cccc([N+](=O)[O-])c2)cc1 (stereo not drawn),-2.7,6.1
COc1ccccc1C1=N/C(=C/c2cc(OC)c(OC)c(OC)c2)C(=O)O1,0.5,13.0
CCNC(=O)C1CCN(c2cc(C)c3cc(NC(C)=O)ccc3n2)CC1,-2.4,-1.3
Nc1ccccc1-c1nc2ccccc2[nH]c1=O,-7.3,27.3
CSc1nc(-c2cccs2)c(C#N)c(=O)[nH]1,0.5&5.6,/
COC(C(=O)Nc1ccccc1C(=O)N1CCCC1)c1ccccc1 (stereo not drawn),-2.2,-4.7
CC(=O)N1CCCC(COc2ccc(C(=O)N3CCCCC3)cc2)C1 (stereo not drawn),-0.5,2.5
COc1cc(NC(=S)Nc2ccc(Cl)cc2)cc(C(F)(F)F)c1,-17.7,/
Nc1c(C(=O)NCCc2ccc(Cl)cc2)nnn1-c1ccc2c(c1)OCCO2,-4.5,1.0
COC(CNC(=O)c1c[nH]c2ccc(S(=O)(=O)N(C)c3ccc(C)c(C)c3)cc2c1=O)OC,-7.1,28.0
COCCC(=O)N1CCC2(CC1)Nc1cccnc1NC2=NCc1ccccc1,-1.7,-1.4
Cc1c(C)c2c(c(C)c1OCc1ccccc1)C(CO)C(C)(C)O2 (stereo not drawn),-11.9,17.0
CC1=C(Br)C(=O)c2ccccc2C1=O,-4.0,17.0
CC(=O)N1c2c(cc(Br)cc2S(=O)(=O)CCC(=O)NC2CCCCC2)CC1C (stereo not drawn),-12.0,-4.0

Another view of some results above:
COc1ccc(OC(C)C(=O)Nc2cccc([N+](=O)[O-])c2)cc1 (stereo not drawn)
  Pf apPOL inh: -2.7	mHTT-CaM PPI inh: 6.1

COc1ccccc1C1=N/C(=C/c2cc(OC)c(OC)c(OC)c2)C(=O)O1
  Pf apPOL inh: 0.5	mHTT-CaM PPI inh: 13.0

CCNC(=O)C1CCN(c2cc(C)c3cc(NC(C)=O)ccc3n2)CC1
  Pf apPOL inh: -2.4	mHTT-CaM PPI inh: -1.3

The listing continues:
compound,Pf apPOL inh,mHTT-CaM PPI inh
c1ccc2nc(-c3nc4ccccc4o3)ccc2c1,-4.0,-3.7
Cc1ccc(NC(=O)CSc2cn(CCNC(=O)c3ccc(F)cc3)c3ccccc23)cc1,-1.7,13.0
O=C(c1cc(-c2ccc3c(c2)OCO3)on1)N1CCCC1c1ccccc1F (stereo not drawn),-7.7,1.4
CCc1ccc(NC(=O)N2CCC(n3cnc4ccccc4c3=O)CC2)cc1,-13.9,5.3
O=C1CC(c2cccs2)CC2=C1C(c1ccc([N+](=O)[O-])cc1)Nc1ccccc1N2 (stereo not drawn),-14.2,28.0
CS(=O)(=O)OCC1COC(Cn2ccnn2)(c2ccc(Cl)cc2Cl)O1 (stereo not drawn),/,-3.8
COc1ccc(C2=CC(c3cc(OC)ccc3OC)n3nnnc3N2)cc1 (stereo not drawn),-1.5,24.0
CN(C)c1cc(N2CCCC(NC(=O)COc3ccccc3)C2)ncn1 (stereo not drawn),-4.3,-0.1
